Screens (PubChem BioAssay)
TcdB GH inh – TcdB glycohydrolase inhibition; P18177; TcdB glycohydrolase enzymatic assay, plate reader; inhibition, % at 9.99 µM; actives 0.24% (n = 350,000); AID 652162; in the data active means inhibition above about 10%
Anthrax LF prot – inhibitors of Bacillus anthracis lethal factor protease; P15917; multiplex microsphere protease cleavage assay, LF; inhibition, % at 10 µM; actives 0.12% (n = 360,000); AID 588501; in the data active means inhibition above about 30%; further: plate controls were buffer without enzyme for full effect and enzyme alone for no effect
Target sequence (P15917 whole entry, looked up): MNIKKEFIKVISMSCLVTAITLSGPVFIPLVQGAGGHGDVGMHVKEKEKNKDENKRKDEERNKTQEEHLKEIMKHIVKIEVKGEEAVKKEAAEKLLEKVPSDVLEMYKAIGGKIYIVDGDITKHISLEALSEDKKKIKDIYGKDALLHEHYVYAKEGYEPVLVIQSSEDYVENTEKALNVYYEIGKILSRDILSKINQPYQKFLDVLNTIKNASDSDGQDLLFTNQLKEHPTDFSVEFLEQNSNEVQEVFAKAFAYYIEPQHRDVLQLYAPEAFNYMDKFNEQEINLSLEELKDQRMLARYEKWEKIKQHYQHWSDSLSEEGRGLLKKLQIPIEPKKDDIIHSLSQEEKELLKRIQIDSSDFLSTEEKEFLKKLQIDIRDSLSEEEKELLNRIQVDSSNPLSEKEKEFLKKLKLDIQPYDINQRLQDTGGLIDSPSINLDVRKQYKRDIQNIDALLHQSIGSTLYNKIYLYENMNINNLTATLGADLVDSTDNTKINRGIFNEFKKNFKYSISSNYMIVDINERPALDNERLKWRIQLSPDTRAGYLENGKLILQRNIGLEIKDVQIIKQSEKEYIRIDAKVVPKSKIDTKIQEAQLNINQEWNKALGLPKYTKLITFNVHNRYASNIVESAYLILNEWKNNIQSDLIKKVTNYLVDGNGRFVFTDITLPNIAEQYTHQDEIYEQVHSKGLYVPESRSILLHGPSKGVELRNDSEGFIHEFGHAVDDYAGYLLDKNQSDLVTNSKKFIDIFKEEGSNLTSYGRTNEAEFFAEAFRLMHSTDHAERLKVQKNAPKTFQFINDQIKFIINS
* = called active by the depositor. These rows are one share of the data; count on the stated rates, not on these rows.

SMILES	TcdB GH inh	Anthrax LF prot
CCCCC[C@H](C)N1C[C@H](COCc2ccccc2)Oc2cc(N3CC[C@H](O)C3)ccc2S1(=O)=O	1.3	-3
CC(C)=CCC[C@H](C)C[C@@H]1CC2=C(C(=O)OC(C)(C)O2)[C@@H](c2ccc(F)cc2)O1	0.5	-5
C[C@H]1COc2cccc(N3CCC[C@@H]3CO)c2S(=O)(=O)N1	-0.9	-15
O=C(/C=C/[C@H]1O[C@@H](n2cnc3c(NC(=O)c4ccccc4)ncnc32)[C@H](O)[C@@H]1O)NCc1cccs1	-0.4	4
O=C(NCCc1ccccc1F)c1[nH]c(C(F)(F)F)nc1-c1ccccc1	4.3	-2
Cc1ccc(S(=O)(=O)N2C[C@H]3C(=O)C[C@@H](c4ccccc4)N(S(=O)(=O)c4ccc(C)cc4)[C@H]3C[C@H]2c2ccccc2F)cc1	1.2	-6
O=C(C1=NOC2(C1)C(=O)Nc1ccccc12)N1CCCC1 (configuration not stated)	0.5	-1
CCCCn1nnnc1C(c1cc2ccccc2o1)N1CCOCC1 (configuration not stated)	-4.2	-8
O=c1[nH]c(=S)[nH]c2c1C(c1ccccc1)OC(C1CCCCC1)C2 (configuration not stated)	0.5	-3
O=C1NC[C@H](CCCCN2C[C@H](Cc3ccc(O)cc3)N(CCc3ccccc3)C(=O)C2=O)N(CCc2ccccc2)C1=O	0.0	-12
N#Cc1ccc(-c2nc3ccc(Cl)cn3c2Cc2cccc(Cl)c2)cc1	-1.3	6
CCCCC[C@@H](C)N1C[C@H](COCc2ccccc2)Oc2cc(N3CCC[C@H]3C(N)=O)ccc2S1(=O)=O	1.2	0
CCOC(=O)c1ccn(S(=O)(=O)c2ccc(C)cc2)c1-c1ccccc1	1.3	-1
COC(=O)[C@@]1(Sc2ccc(C)cc2)CC(=O)N(C(=O)CCc2ccccc2)[C@@H]1c1ccccc1	1.2	-6
COc1cccc(-c2oc3c(c2C(=O)OCCN2CCCCC2)C(O)CCC3)c1 (configuration not stated)	1.0	0
COc1ccc(C(c2nnnn2-c2c(C)cccc2C)N2CCN(C/C=C/c3ccccc3)CC2)cc1 (configuration not stated)	1.2	0
Cc1ccc(Cc2c(-c3cccc(Cl)c3)nc3ccc(Br)cn23)cc1	4.8	6
CN1c2ccccc2SC2C(c3ccccc3)=NOC21 (configuration not stated)	1.4	6
Cc1cccc(CN2CCN(C3CN(Cc4cn(Cc5cccc(C(F)(F)F)c5)nn4)S(=O)(=O)C3)CC2)c1 (configuration not stated)	-0.8	-4
COC(=O)c1ccc2nc(-c3ccc(F)cc3)c(Cc3ccccc3)n2c1	0.6	-3
COc1ccccc1Cc1c(-c2ccc(Cl)cc2)nc2c(C)cc(Br)cn12	1.7	6
O=C1[C@H]2[C@@H]3CCN1CCC[C@@H]2C=C[C@@H]3c1ccc(Br)cc1	3.0	-6
CC(C)(C)S(=O)N1Cc2cc(C(=O)NCCCN3CCOCC3)nc(-c3cccc(-c4cc5ccccc5o4)c3)c2[C@@H]1CCO (some centres not stated)	-0.5	1
CCCCCCCCN1C(=O)[C@H](CC(=O)NCCCCc2ccccc2)C[C@@]2(C(=O)OCC)CCCC=C12	-0.1	-7
CCCCCCn1cc(CN2CC(N(C)CC)CS2(=O)=O)nn1 (configuration not stated)	0.9	-2
CCOC(=O)C1=C[C@@H](C(C)(C)C)N(S(=O)(=O)c2ccc(C)cc2)[C@H]1c1cccc2ccccc12	1.2	-2
Cc1ccc(Cc2c(-c3ccc(Cl)cc3)nc3c(Cl)cc(C(F)(F)F)cn23)cc1	1.4	5
Cc1ccc2nc(-c3ccc(Cl)cc3)c(Cc3ccccn3)n2c1	6.3	-1
CCCCCN1C(=O)c2cc(OC)ccc2[C@@]2(C(=O)OCC)Cc3cc(Cl)ccc3[C@@H]12	1.0	1
C=CCCC(=O)N1C[C@H]2CCN(C)[C@H]2C[C@H]1c1ccc(Br)cc1	0.7	-10
O=C1NC[C@H](Cc2ccccc2)N(C[C@@H]2CCCN2C[C@H](Cc2ccc(O)cc2)N2C[C@H](Cc3ccc(O)cc3)N(CCc3ccccc3)C(=O)C2=O)C1=O	2.2	4
CCCCCCn1cc(CN2CC(N3CCN(CCO)CC3)CS2(=O)=O)nn1 (configuration not stated)	-0.4	10
O=C(CC[C@H]1O[C@@H](n2ccc(=O)[nH]c2=O)[C@H](O)[C@@H]1O)N[C@H](Cc1ccccc1)C(=O)NCc1ccc2c(c1)OCO2	0.7	-7
Fc1ccc(-c2nc3ccc(Br)cn3c2Cc2ccsc2)cc1	2.0	25
COc1cc(OC)cc(C2=Cc3ccccc3C(CC(C)=O)N2c2ccc(-c3cncnc3)cc2)c1 (configuration not stated)	0.3	1
COc1ccc(-c2cc3c(c4c2ccn4C)C2CCC3C2)cc1 (configuration not stated)	0.6	-2
O=C(Nc1cccc(Br)c1)Oc1cccc2cccnc12	0.2	1
Fc1cccc(Cl)c1C1SCc2nc3ccccc3n21 (configuration not stated)	0.1	1
CCOC(=O)c1cc2cc(OC)ccc2n1C1CCN(C)CC1	0.4	-7
Cc1cccc(C(=O)N2CCC(=O)N([C@H](COCc3ccccc3)Cc3ccccc3)CC2)c1	1.5	-8
COC(=O)c1ccc2cc(C)cc(C)c2n1	-0.7	2
Cc1cc(C)n2c(NC3CCCC3)c(-c3ccc(F)cc3)nc2n1	-3.1	1
CC1=C(C(=O)N(C(C)C)C(C)C)CC(CC(=O)NC(c2ccccc2)c2ccccc2)C(=O)N1Cc1ccc(F)cc1 (configuration not stated)	1.0	10
COCc1cn(CC(=O)c2sc(NC(=O)C(C)(C)C)nc2C)nn1	2.5	0
COC(=O)c1ccc(N2C(c3cc(OC)cc(OC)c3)=Cc3ccc(-c4cnc(OC)nc4)cc3C2CC(=O)C2CC2)cc1 (configuration not stated)	0.7	1
COCCN1C(=O)CCC1(C)C(=O)Nc1ccc2ccccc2c1 (configuration not stated)	0.9	-7
CN(Cc1ccc(Cl)cc1)C(C(=O)NC1CCCCC1)c1cc2ccccc2o1 (configuration not stated)	0.0	7
Nc1[nH]c(C(=O)c2ccccc2)c(-c2ccc(Br)cc2)c1C(=O)NC1CC1	0.5	2
Cc1ccc(-c2nc3c4ccccc4ccn3c2CC2CCCCC2)cc1	0.1	-6
Cn1ccc2c(-c3cccnc3)cc3c(c21)C1CCC3C1 (configuration not stated)	2.9	4
Cc1ccc(CN2CC(N3CCN(Cc4cccc(C)c4)CC3)CS2(=O)=O)cc1 (configuration not stated)	0.9	7
Cc1cccc(CN2CCN(C3CN(Cc4cn(Cc5ccc(Cl)cc5)nn4)S(=O)(=O)C3)CC2)c1 (configuration not stated)	-0.9	1
COc1cccc(C(c2nnnn2-c2c(C)cccc2C)N2CCC(n3c(=O)[nH]c4ccccc43)CC2)c1OC (configuration not stated)	1.2	6
CS(=O)(=O)N1Cc2cc(C(=O)NCC3CC3)nc(-c3cccc(-c4cccnc4)c3)c2[C@H]1CCO	-1.1	4
O=c1oc(=S)oc2c1[C@H](c1ccc(Cl)cc1)O[C@H](C1CC1)C2	0.7	-5
O=C(OCc1ccccc1)N1CCC2CC1c1ccc(N3CCN(Cc4ccc5c(c4)OCO5)CC3)cc12 (configuration not stated)	1.0	-8
COc1ccc(-c2cc3c(o2)CCCC3OCCN2CCOCC2)cc1 (configuration not stated)	0.0	0
CC1(C(=O)Nc2ccc3ccccc3c2)CCC(=O)N1CCOc1ccccc1 (configuration not stated)	1.8	-2
CCOC(=O)c1ccc(-n2cnc(-c3ccc([N+](=O)[O-])cc3)c2)cc1	-1.2	-8
COc1ccc2c(c1)C(CC(C)=O)N(c1ccc(-c3cnc(OC)nc3)cc1)C(c1ccsc1)=C2 (configuration not stated)	0.4	-6

Grouped by structure, those above containing a tert-butyl group.
SMILES	TcdB GH inh	Anthrax LF prot
CC(C)(C)S(=O)N1Cc2cc(C(=O)NCCCN3CCOCC3)nc(-c3cccc(-c4cc5ccccc5o4)c3)c2[C@@H]1CCO (some centres not stated)	-0.5	1
CCOC(=O)C1=C[C@@H](C(C)(C)C)N(S(=O)(=O)c2ccc(C)cc2)[C@H]1c1cccc2ccccc12	1.2	-2
COCc1cn(CC(=O)c2sc(NC(=O)C(C)(C)C)nc2C)nn1	2.5	0

Further results follow:
SMILES	TcdB GH inh	Anthrax LF prot
CCOC(=O)[C@]12CCC=C1N(Cc1ccc3c(c1)OCO3)C(=O)[C@H](CC(=O)NCCC(C)C)C2	0.5	-4
CC1=C(C(=O)N(C)C)CC(CC(=O)NCc2cccs2)C(=O)N1Cc1ccc(C(C)(C)C)cc1 (configuration not stated)	0.9	5
CC1=C(C(=O)N(C(C)C)C(C)C)CC(CC(=O)NCCCCc2ccccc2)C(=O)N1Cc1ccc(C(C)(C)C)cc1 (configuration not stated)	0.7	-3
CC(C)(C)OC(=O)N(CC1CCNCC1)C(=O)c1[nH]c(C(F)(F)F)nc1-c1ccccc1	-1.0	3
CN1CCN(c2cccc3c2S(=O)(=O)N[C@@H](Cc2ccccc2)CO3)CC1	-0.6	-11
COc1ccc(C2=C(c3ccccc3)OC(OC)c3cc(F)ccc32)cn1 (configuration not stated)	-0.2	-1
COCCCN1C(=O)C(CC(=O)NCc2ccco2)CC(C(=O)N(C(C)C)C(C)C)=C1C (configuration not stated)	1.3	-3
COc1ccc(CN2C(=O)c3ccccc3C2c2nnnn2C(C)C)cc1OC (configuration not stated)	0.6	-4
Nc1nc2c(ncn2[C@@H]2O[C@H](CNCc3ccc4ncccc4c3)[C@@H](O)[C@H]2O)c(=O)[nH]1	0.0	-4
c1ccc2c(c1)ncn2-c1cncnc1	0.7	-3
CCCCNC(=O)C[C@@H]1C[C@@]2(C(=O)OCC)CCC=C2N(Cc2ccc(Cl)cc2Cl)C1=O	0.9	2
COC(=O)c1ccc2nc(-c3ccc(Cl)cc3)c(Cc3ccc(OC)cc3C)n2c1	0.2	-5
CN(CCc1ccccc1)C(C(=O)Nc1ccc2c(c1)OCCO2)c1ccnc2ccccc12 (configuration not stated)	0.8	-2
O=c1[nH]cc(F)c(=O)n1C1OC(CO)C(O)C1O (configuration not stated)	-1.9	2
CC(C)(C)n1nnnc1C(c1ccccc1)N1CCN(C(=O)C2CCCO2)CC1 (configuration not stated)	-0.3	1

Record cards, from the list above.
Fc1cccc(Cl)c1C1SCc2nc3ccccc3n21 (configuration not stated) across the screens: TcdB GH inh = 0.1; Anthrax LF prot = 1
Cc1ccc(CN2CC(N3CCN(Cc4cccc(C)c4)CC3)CS2(=O)=O)cc1 (configuration not stated) across the screens: TcdB GH inh = 0.9; Anthrax LF prot = 7

Given in markdown: 5 of the compounds above
| SMILES | TcdB GH inh | Anthrax LF prot |
| --- | --- | --- |
| Nc1nc2c(ncn2[C@@H]2O[C@H](CNCc3ccc4ncccc4c3)[C@@H](O)[C@H]2O)c(=O)[nH]1 | 0.0 | -4 |
| c1ccc2c(c1)ncn2-c1cncnc1 | 0.7 | -3 |
| COc1ccc(CN2C(=O)c3ccccc3C2c2nnnn2C(C)C)cc1OC (configuration not stated) | 0.6 | -4 |
| CN(CCc1ccccc1)C(C(=O)Nc1ccc2c(c1)OCCO2)c1ccnc2ccccc12 (configuration not stated) | 0.8 | -2 |
| COC(=O)c1ccc2nc(-c3ccc(Cl)cc3)c(Cc3ccc(OC)cc3C)n2c1 | 0.2 | -5 |

(next part)
SMILES	TcdB GH inh	Anthrax LF prot
N#CC12c3ccccc3C(=O)N1Cc1cnnn1-c1ccccc12 (configuration not stated)	1.0	2
COC(=O)c1ccc2nc(-c3ccco3)c(Cc3ccc(OC)cc3C)n2c1	-13	-7
CCCc1c(-c2ccc(F)cc2)ncn1CCc1ccccc1OC	-1.8	1
COc1cccc(-c2nc3nc(C)cc(C)n3c2Nc2c(C)cccc2C)c1	0.3	-1
O=S1(=O)CC(N2CCN(CC3CC3)CC2)CN1Cc1cn(Cc2ccccc2C(F)(F)F)nn1 (configuration not stated)	0.3	3
Cc1ccc(S(=O)(=O)Nc2ccccc2NS(=O)(=O)c2ccc(C)cc2)cc1	0.6	0
Cn1ccc2c(N3CCCCCCC3)cc3c(c21)C1CCC3O1 (configuration not stated)	-3.7	-7
CC(C)(C)OC(=O)N1CCCN(C(c2ccnc3ccccc23)c2nnnn2-c2ccc3c(c2)OCCO3)CC1 (configuration not stated)	0.7	-10
C=C1C(=O)CC2=C1[C@](Cc1ccc(F)cc1)(C(=O)OC)N(C(=O)c1ccccc1)C2	0.5	-4
COCCCNC(=O)C[C@@H]1C[C@@]2(C(=O)OC)CCCCC=C2N(Cc2ccc(Cl)cc2Cl)C1=O	1.0	1
CCCCn1nnnc1C(c1cccs1)N1CCN(C/C=C/c2ccccc2)CC1 (configuration not stated)	0.4	-6
Cc1nn(-c2ccccc2)c(-c2ccccc2[N+](=O)[O-])c1CC#N	-0.7	-2
COC(=O)[C@H](Cc1ccccc1)NC(=O)/C=C/[C@H]1O[C@@H](n2cc(C)c(=O)[nH]c2=O)C[C@@H]1O	1.3	-8
S=C(NCCc1ccccc1)N1Cc2cc(N3CCCCC3)ccc2-n2nncc2C1	1.6	-7
O=C(CC[C@H]1O[C@@H](n2cnc3c(NC(=O)c4ccccc4)ncnc32)[C@H](O)[C@@H]1O)NCCCN1CCOCC1	0.8	-7
O=C(Nc1ccc(Oc2ccccc2)nc1)[C@H]1O[C@@H](n2ccc(=O)[nH]c2=O)[C@H](O)[C@@H]1O	1.5	2
